Efflux pump inh: inhibitors of Candida antifungal efflux pumps expressed in yeast | S. cerevisiae Candida pump triplex, Nile Red efflux | inhibition, % at 10 µM | actives 0.44% (n = 330,000) | AID 485275;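 active = plate passing quality check with inhibition over a set limit, or well fluorescence over plate mean plus 4 SD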;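 also: Nile Red retained in pooled yeast measured as flow cytometry median fluorescence; 0% = buffer negative control and 100% = Enniatin B positive control; higher means more Nile Red kept so more efflux inhibition; some compounds called inactive have numbers as strong as hits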
PP1 counter: blocks human PP1-alpha phosphatase, a PP5 counter-screen; P62136; purified PP1alpha, OMFP fluorescence; inhibition, % at 6.7 µM; actives 0.9% (n = 320,000); AID 2235;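 active = inhibition above the mean inhibition of all tested compounds plus 3 SD, computed separately for each screening campaign, cut at about 15% in these data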
Target sequence (P62136 whole entry, looked up): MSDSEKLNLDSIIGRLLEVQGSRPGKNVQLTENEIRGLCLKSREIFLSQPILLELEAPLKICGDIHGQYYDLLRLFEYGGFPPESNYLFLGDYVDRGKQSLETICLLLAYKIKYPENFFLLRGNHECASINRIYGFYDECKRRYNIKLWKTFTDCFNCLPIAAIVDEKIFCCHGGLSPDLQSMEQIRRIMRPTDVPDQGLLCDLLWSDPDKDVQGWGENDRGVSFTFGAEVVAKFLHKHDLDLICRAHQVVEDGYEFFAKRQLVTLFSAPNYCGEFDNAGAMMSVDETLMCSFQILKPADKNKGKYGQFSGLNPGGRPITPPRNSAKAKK
TPT1 inh: C. albicans TPT1 enzyme inhibition; recombinant caTPT1, FP RNA substrate dephosphorylation; inhibition, % at 5 µM; actives 0.81% (n = 300,000);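 active = inhibition above the mean of all tested compounds plus 3 SD, set per screening campaign, cut at about 24% in these data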;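 also: plate controls were DMSO alone for no effect and ferristatin control at 100 nM for full effect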
JMJD2C inh: human JMJD2C demethylase inhibition | inhibition, % at 2.35 µM | actives 0.069% (n = 330,000) | Q9H3R0 | GST-JMJD2C(1-420) H3K9me3 demethylation, DELFIA europium | AID 2099;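 active = more than half of a compound's replicate wells show inhibition beyond 50%, single wells judged on their own value; inconclusive = some, but no more than half, of replicates pass 50% inhibition; inactive = no replicate passes 50% inhibition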;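 also: signal counts dimethyl H3K9 product captured on neutravidin plate; 0% = median of DMSO wells and 100% = 0.3 times that DMSO median; strong numbers were not always called active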
Fh CTSL1 inh: cathepsin L1 inhibition, PFM18AAP counter-screen | inhibition, % at 5.96 µM | recombinant F. hepatica cathepsin L1, Z-Leu-Arg-MCA fluorescence | AID 1906 | actives 0.49% (n = 300,000);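 active = inhibition above the mean of all tested compounds plus 3 SD, set per screening campaign, cut at about 17% in these data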;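 also: 0% = plate median of test compound wells and 100% = 1 µM Z-Phe-Ala-diazomethylketone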
procasp7 counter: counter-screen: procaspase-7 (human) activation; P55210; recombinant procaspase-7, Ac-DEVD-pNA absorbance 405 nm; D23A/D198A/D206A triple mutant, cannot self-cleave; scale: DMSO 0, 5 µM enzyme 100; activation, % at 8.5 µM; actives 0.093% (n = 330,000); AID 463210;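 active = percent activation above the screen-wide mean plus 3 SD, cut at about 25% in these data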
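Assay system: Uncleavable procaspase-7 mutant enzyme | Input: 2 µM procaspase-7 mutant as dispensed | Timing: 1 h compound preincubation, 2 h substrate cleavage, 25 °C | Repeats: One well per compound | Control set: DMSO wells as 0%, DMSO with 5 µM added PC-7 as 100% | Technique: Epi-absorbance of released pNA at 405 nm, two timepoints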
PP5 primary: inhibitors of human protein phosphatase 5 (PP5) | P53041 | purified PP5c, OMFP substrate fluorescence | inhibition, % at 6.7 µM | actives 0.18% (n = 320,000) | AID 1987;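 active = inhibition above the campaign's mean inhibition across all tested compounds plus 3 SD, cut at about 9.5% in these data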;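 also: 0% = DMSO only and 100% = 100 µM cantharidin control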
Target sequence (P53041 whole entry, looked up): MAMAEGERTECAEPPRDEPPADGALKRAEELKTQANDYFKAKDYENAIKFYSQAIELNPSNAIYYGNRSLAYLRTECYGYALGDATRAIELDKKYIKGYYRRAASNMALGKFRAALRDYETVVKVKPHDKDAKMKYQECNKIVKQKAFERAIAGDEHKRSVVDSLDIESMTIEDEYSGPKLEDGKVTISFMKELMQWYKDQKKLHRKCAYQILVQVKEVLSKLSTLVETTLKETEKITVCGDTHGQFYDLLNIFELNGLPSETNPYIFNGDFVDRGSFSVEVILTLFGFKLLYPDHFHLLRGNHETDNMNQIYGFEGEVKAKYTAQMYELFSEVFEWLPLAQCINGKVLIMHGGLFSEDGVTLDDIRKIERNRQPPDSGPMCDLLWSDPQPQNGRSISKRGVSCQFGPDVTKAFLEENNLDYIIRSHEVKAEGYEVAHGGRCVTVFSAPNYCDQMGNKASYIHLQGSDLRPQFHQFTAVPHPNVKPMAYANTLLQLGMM
proCasp3 act: activates human procaspase-3; recombinant procaspase-3 D3A, Ac-DEVD-pNA absorbance 405 nm; activation, % at 8.5 µM; actives 0.11% (n = 330,000);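 active = activation above the mean of all tested compounds plus 3 SD, cut at about 21% in these data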;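 also: 0% = DMSO alone and 100% = DMSO wells spiked with extra 5 µM PC-3 D3A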
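Assay system – Procaspase-3 D3A mutant · Benchmarks – DMSO low control, extra-enzyme high control · Technique – 405 nm absorbance of p-nitroaniline, reads at 0 and 120 min · Doses – 8.5 µM nominal · Measure – % activation between DMSO and enzyme-spiked controls · Also added – Ac-DEVD-pNA chromogenic peptide substrate · Schedule – 1 h compound preincubation, 2 h substrate hydrolysis at 25 °C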
core dimer inh: HCV core protein dimerization inhibition; TR-FRET GST/Flag-core106 dimerization, 1536-well; inhibition, % at 5 µM; actives 0.33% (n = 300,000); AID 1899;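 active = inhibition above the mean of all tested compounds plus 3 SD, set per screening campaign, cut at about 45% in these data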
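Assay system: Tagged HCV core106 pair (GST and Flag) | Buffer or medium: KF-containing HEPES buffer, pH 7.45, DTT, CHAPS, BSA | Also added: Eu donor and XL665 acceptor anti-tag antibodies | Dosing: One concentration, 5 µM, in 0.5% DMSO | Timing: 4 h at 22.5 °C | Technique: TR-FRET 671 and 617 nm emission | Repeats: Singlicate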
Numbers without * were called inactive; u = inconclusive; x = no result given.

SMILES	Efflux pump inh	PP1 counter	TPT1 inh	JMJD2C inh	Fh CTSL1 inh	procasp7 counter	PP5 primary	proCasp3 act	core dimer inh
CCC(C)(C)NC(=O)C(c1ccc(OC)cc1)N(C(=O)CCC(=O)Nc1cc(C)on1)c1ccccc1OC (stereo unspecified)	-0.2	-2	-3	1	-1	-7	-0.2	-4	11
CC1=CC(C)(C)Nc2ccc(OC(=O)C(Cc3ccccc3)N3C(=O)C4CCCCC4C3=O)cc21 (stereo unspecified)	0.2	0	0	-29	-1	9	2.9	2	0
COc1ccc(F)cc1S(=O)(=O)NC(Cc1ccccc1)C(N)=O (stereo unspecified)	0.2	-6	-2	-1	-1	9	2.1	6	0
COc1ccc(S(N)(=O)=O)cc1C(=O)N(C)CC(=O)Nc1ccc(N2CCOCC2)cc1	0.4	-4	-3	-12	1	-3	-0.7	-6	-5
Cc1ccc(-c2nc3ccccc3o2)cc1NC(=S)NC(=O)c1cccs1	-0.1	5	-2	0	3	7	0.9	4	13
CS(=O)(=O)N1CCN(C(=S)NCc2ccc(Cl)cc2)CC1	-0.2	-3	0	3	-2	12	1.2	1	4
CC(OC(=O)c1cc(S(=O)(=O)N2CCOCC2)ccc1F)C(=O)NCC1CCCCC1 (stereo unspecified)	0.0	x	x	3	x	4	x	2	x
COc1ccc(C)cc1S(=O)(=O)N1CCN(C(=O)c2ncoc2-c2ccccc2F)CC1	0.1	0	-2	-19	-3	1	0.1	-1	-10
FC(F)(F)c1ccccc1NC(=S)N1CCN(Cc2ccc3c(c2)OCO3)CC1	-0.2	0	-4	-2	-8	-14	-0.5	-12	0
Cc1ccc(C(=O)N2CCN(C)CC2)cc1S(=O)(=O)N1CCOCC1	0.1	1	1	u	2	7	-2.1	5	-10
O=S(=O)(c1ccc(F)c(F)c1)N1CCN(c2ncccn2)CC1	-0.2	2	-1	-1	0	4	-1.7	3	-7
CC(C)(C)NC(=O)CC1C[C@H](C(=O)N2CCOCC2)[C@@]2(C)c3[nH]c4ccccc4c3CCN2C1=O (stereo partly specified)	-0.1	x	x	0	x	-1	x	-3	x
NNC(=O)c1ccc2c(c1)S(=O)(=O)NNC2=O	-0.1	3	2	5	1	3	-1.1	3	0
CC(=O)N1N=C2c3ccccc3CCC2C1c1ccc(F)cc1 (stereo unspecified)	0.1	-1	3	-3	6	-3	-0.6	2	2
CCOc1ccc(NC(=O)C(CC(=O)O)Cc2ccccc2)cc1 (stereo unspecified)	0.3	-4	-2	-2	-3	-1	0.0	5	-2
O=C(NN=Cc1ccc(N2CCOCC2)s1)c1ccc([N+](=O)[O-])cc1	0.0	x	x	-2	x	-5	x	-10	x
CCOC(=O)N1CCN(C(=O)c2ccc(NS(C)(=O)=O)cc2)CC1	-0.1	1	0	8	0	-6	1.8	-1	4
O=C(O)CCn1c(=S)n(CCC(=O)O)c2ccccc21	-0.1	1	0	-8	-4	10	0.0	6	0
CS(=O)(=O)N(CC(=O)NCc1ccco1)c1ccc(OCc2ccccc2)cc1	0.2	-2	2	6	2	-4	2.5	-2	12
CCN(CC)C(=O)/C(NC(=O)c1ccccc1)=C(/Sc1ncccn1)c1ccccc1	0.2	2	3	6	-3	-16	3.0	-10	-2
Cc1ccc(S(=O)(=O)N2CCC(C(=O)N/N=C/c3ccncc3)CC2)cc1	-0.2	0	-1	-8	3	4	-1.6	-1	-6
COc1ccc(-c2cccc(C(=O)NCC(=O)O)c2)cc1	-0.9	-1	-5	-2	-3	1	0.8	-4	-4
Cc1ccc(S(=O)(=O)NC(CC(C)C)C(=O)N2CCOCCOCCOCCOCC2)cc1 (stereo unspecified)	-0.1	4	-1	2	2	-8	-0.7	5	4
Cc1ccccc1C(=O)N1CCC(C(=O)Nc2nc3ccc(F)cc3s2)CC1	0.0	-4	-1	7	1	3	-1.7	23*	-1
CCS(=O)(=O)N1CCCC(C(=O)NCc2ccc(C)cc2)C1 (stereo unspecified)	0.0	-2	-6	0	-2	-6	-0.4	3	0
O=C(N/N=C/c1c(O)n(-c2ccc(Cl)cn2)c(=O)c2ccccc12)C1CC1	0.0	1	18	2	-1	-4	-2.5	-22	-20
CC1CCCN(C(=O)C2CCN(Cc3ccc4c(c3)OCO4)CC2)C1 (stereo unspecified)	0.1	1	-3	0	-1	6	2.1	1	-20
O=[N+]([O-])c1cc2c(cc1/C=N/n1c(-c3ccccc3)n[nH]c1=S)OCO2	-0.1	0	-1	0	2	-9	1.7	-1	6
O=C(CN(C(=O)CSc1nnc(COc2ccccc2)o1)c1ccc(F)cc1)NC1CCCC1	-0.1	0	1	0	1	0	3.5	0	2
CS(=O)(=O)Nc1ccccc1C(=O)Nc1cc2c(cc1C(=O)O)OCCCO2	0.1	2	2	8	2	7	0.4	1	-3

The last 5 entries of the part before are carried over, then new ones follow:
SMILES	Efflux pump inh	PP1 counter	TPT1 inh	JMJD2C inh	Fh CTSL1 inh	procasp7 counter	PP5 primary	proCasp3 act	core dimer inh
O=C(N/N=C/c1c(O)n(-c2ccc(Cl)cn2)c(=O)c2ccccc12)C1CC1	0.0	1	18	2	-1	-4	-2.5	-22	-20
CC1CCCN(C(=O)C2CCN(Cc3ccc4c(c3)OCO4)CC2)C1 (stereo unspecified)	0.1	1	-3	0	-1	6	2.1	1	-20
O=[N+]([O-])c1cc2c(cc1/C=N/n1c(-c3ccccc3)n[nH]c1=S)OCO2	-0.1	0	-1	0	2	-9	1.7	-1	6
O=C(CN(C(=O)CSc1nnc(COc2ccccc2)o1)c1ccc(F)cc1)NC1CCCC1	-0.1	0	1	0	1	0	3.5	0	2
CS(=O)(=O)Nc1ccccc1C(=O)Nc1cc2c(cc1C(=O)O)OCCCO2	0.1	2	2	8	2	7	0.4	1	-3
COc1cc2oc(=O)ccc2cc1[C@@H](O)[C@@H]1OC(C)(C)OC1(C)C	-0.2	-4	x	-6	x	6	-0.8	1	x
Cc1ccc(C)c2[nH]c(=O)c(CN(CC3CCCO3)S(=O)(=O)c3ccc4c(c3)OCCO4)cc12 (stereo unspecified)	0.5	-2	2	9	-3	2	6.7	-9	3
O=C(CN1C(=O)CCC1=O)Nc1cccc(NC(=O)CN2C(=O)CCC2=O)c1	-0.1	-2	0	6	3	1	-2.6	-3	-1
CC(C)NS(=O)(=O)c1ccc(NC(=O)C(C)OC(=O)C2CCC2)cc1 (stereo unspecified)	0.1	-2	x	-4	x	0	0.3	7	x
O=C1C(=O)N(Cc2ccncc2)C(c2ccccc2F)/C1=C(\O)c1ccc2c(c1)OCCO2 (stereo unspecified)	0.3	-1	-1	-15	-3	1	1.8	1	-6
C/C(=N\NC(=S)NC1CCCCC1)c1ccc(Cl)c(Cl)c1	0.0	-3	-3	-12	3	3	0.1	-2	2
CCN(CC)c1ccc(C2NC(=O)NC(C)=C2C(=O)Nc2ccccc2)cc1 (stereo unspecified)	-0.1	-2	11	103	2	-3	1.0	0	0
COc1cccc(CN2CCC(C(=O)N3CCC(C)CC3)CC2)c1	0.2	3	9	89	1	-1	1.9	5	0
O=C1NC(=Nc2ccc(Cl)cc2)/C(=C/c2ccco2)S1	0.0	14	-9	20	4	-1	0.7	3	33
CCCCOc1ccc(Nc2cc(Cl)ccc2C(=O)O)cn1	0.7	7	-5	-3	-7	-14	4.6	-10	-3
CC1(C)[C@@H](O)CC[C@]2(C)C3C(O)C=C4[C@H]5C[C@@](C)(CO)CC[C@]5(C)CC[C@]4(C)[C@]3(C)CC[C@@H]12 (stereo partly specified)	0.2	-2	4	5	2	-4	5.0	5	1
COc1ccc(CCNC(=O)C2CCN(C(=O)c3ccccc3C)CC2)cc1	0.3	0	-1	-1	-6	11	0.8	-1	-2
CCOC(=O)C1C(c2ccc(O)c(OCC)c2)NC(=S)NC1(O)C(F)(F)F (stereo unspecified)	-0.1	1	-8	-5	-1	-7	-1.7	-3	-3
Cc1ccc2c(c1)CN1CN2Cc2cc(C)ccc21	0.0	-2	-3	7	-1	7	-0.4	6	-5
CCN(CCNC(=O)C1CC(=O)N(CCc2ccccc2)C1)c1ccccc1 (stereo unspecified)	0.2	-5	6	2	-7	8	0.4	0	-3
COc1ccc(OC)c(S(=O)(=O)n2ccc(C)n2)c1	0.0	-1	-1	-2	1	3	1.1	-2	7
CC(C)CNC(=O)c1noc2c1CCCC2	-0.1	3	-3	6	-3	2	1.4	9	-21
Cc1cccc2c(N)c3c(nc12)N(C)CC3	0.0	0	-5	6	-4	2	2.3	2	-4
CC(C)Cn1c(N)c(C(=O)COC(=O)c2ccc3c(c2)OCCO3)c(=O)n(C)c1=O	-0.1	4	3	10	0	4	2.6	-3	0
Cc1nnc(SC(C)C#N)n1-c1ccccc1 (stereo unspecified)	0.0	-4	1	0	0	-3	-0.3	-4	2
CCN(C(=O)c1cccnc1SC)C12CC3CC(CC(C3)C1)C2	0.0	5	1	-3	0	11	2.6	-5	-5
O=c1c(Cc2c(F)cccc2Cl)c(O)ccn1CCc1c[nH]c2ccccc12	0.0	1	-2	0	1	-4	-1.9	0	-12
COC(=O)Nc1ccc(S(=O)(=O)N2CCN(C)CC2)cc1	-0.1	-4	1	-4	0	-1	5.4	7	-1
CCc1cccc(NC(=O)CCS(=O)(=O)c2cccc3nonc23)c1	-0.1	-3	-6	0	-2	4	1.5	0	4
COc1ccc(C(C)=O)cc1CSc1nnnn1-c1ccc(O)cc1	0.0	4	2	6	1	1	0.3	1	4
O=C1c2cccnc2C(O)N1C1CCCCC1 (stereo unspecified)	-0.1	-7	-3	-15	-1	-6	2.8	3	-5
O=C1NC(c2ccccc2)=NC1(NS(=O)(=O)c1ccccc1)C(F)(F)F (stereo unspecified)	0.1	-3	2	5	6	1	-0.7	3	1
O=C(Nc1ccc(Cl)cn1)c1ccc(COCC(F)(F)C(F)F)o1	0.0	1	1	-15	-7	1	3.0	-2	-4
COc1cccc(Cn2nnc(C(=O)Nc3cc(C)ccc3OC)c2N)c1	0.1	1	-6	-2	2	2	5.5	8	2
COc1ccc(C(=O)N2CCN(Cc3nc(CC4CC4)no3)CC2)cc1	0.0	0	-4	6	2	6	-2.9	12	-3
COc1ccc(S(=O)(=O)N2CCOC2CNC(=O)C(=O)NCc2cccnc2)cc1OC (stereo unspecified)	0.2	2	0	-5	-6	10	-1.0	0	1
COc1cc(C(=O)N[C@H](C(=O)NC2CCCCCC2)C(C)C)cc(OC)c1OC	-0.1	2	-6	-4	4	13	-1.0	-7	-7
COCCOc1nc2c(c(=O)n(C)c(=O)n2C)n1Cc1cccc(OC)c1	0.3	4	5	-10	1	13	2.7	-6	2

Compound activity: PubChem BioAssay, several laboratories
